Source: PubChem BioAssay (several laboratories)
MrgX1 ag: activates human MrgX1 receptor signaling | Q96LB2 | MrgX1-HEK293 cells, Fluo-4 calcium fluorescence, agonist mode; active compounds read high | B-score at 10 µM | hit rate 0.44% among 310,000;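 active = calcium response B-score plate-corrected fluorescence ratio at least 3 library SD, with starting fluorescence B-score inside 5 SD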
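Assay system: MrgX1-expressing HEK293 cells / Amount: fifteen thousand cells per well / Doses: test compound in the initial addition of three / Timing: cells plated overnight, dye loaded 0.5 h 37 °C, 0.5 h room temperature / Technique: kinetic calcium dye fluorescence, Fluo-4 NW / Control set: positive and negative controls per plate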
TRPC6 activator: activates the mouse TRPC6 cation channel | AID 2550 | Q61143 | B-score at 10 µM | HEK293-TRPC6 membrane potential dye fluorescence; active compounds read high | hit rate 0.13% among 310,000;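 active = B-score of the integrated fluorescence ratio above library mean plus 3 SD, and starting fluorescence ratio within library mean plus 5 SD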;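 also: higher score means more depolarization so channel activation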
MrgX1 PAM: human MrgX1 positive allosteric modulation, primary screen. Q96LB2. B-score at 10 µM. hit rate 0.63% among 310,000. MrgX1-HEK293, Fluo-4 calcium flux, FDSS; active compounds read high;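 active = plate-corrected calcium response at least 3 library SD above typical, normal starting fluorescence, not activating the receptor alone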;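 also: compound read alongside a low EC10 to EC30 dose of BAM8-22 agonist; peak minus trough fluorescence over baseline measured at the second addition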
MrgX1 antagonist: human MrgX1 receptor antagonism, primary screen. Q96LB2. MRGX1-HEK293 calcium flux, Fluo-4, BAM8-22 antagonism; active compounds read low. B-score at 10 µM. hit rate 1.3% among 310,000;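 active = calcium-response B-score plate-corrected more than 3 library SD below zero, starting fluorescence within 5 deviations, no agonist response on first addition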;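 also: peak minus trough fluorescence over baseline after final BAM8-22 challenge near maximal dose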
TMEM16A inh: mouse TMEM16A channel inhibition, primary screen. hit rate 1.2% among 310,000. Q8BHY3. normalized B-score (activity score, 25-100; higher = stronger inhibition) at 10 µM. HEK293 TMEM16A/YFP iodide influx fluorescence, ionomycin. AID 588511;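 active = ratio plate-corrected score three or more library SD toward inhibition, starting fluorescence score within five deviations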;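 also: score derived from kinetic fluorescence span divided by baseline fluorescence per well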
TRPC4 block: inhibitors of mouse TRPC4 channel; AID 2247; B-score at 10 µM; HEK293 TRPC4beta/mu-opioid, DAMGO-evoked Fluo4 calcium flux; active compounds read low; Q9QUQ5; hit rate 0.39% among 300,000;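 active = B-score over 3 SD under the library average, no early fluorescence shift, positive overall ratio signal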
Target sequence (Q9QUQ5 whole entry, looked up): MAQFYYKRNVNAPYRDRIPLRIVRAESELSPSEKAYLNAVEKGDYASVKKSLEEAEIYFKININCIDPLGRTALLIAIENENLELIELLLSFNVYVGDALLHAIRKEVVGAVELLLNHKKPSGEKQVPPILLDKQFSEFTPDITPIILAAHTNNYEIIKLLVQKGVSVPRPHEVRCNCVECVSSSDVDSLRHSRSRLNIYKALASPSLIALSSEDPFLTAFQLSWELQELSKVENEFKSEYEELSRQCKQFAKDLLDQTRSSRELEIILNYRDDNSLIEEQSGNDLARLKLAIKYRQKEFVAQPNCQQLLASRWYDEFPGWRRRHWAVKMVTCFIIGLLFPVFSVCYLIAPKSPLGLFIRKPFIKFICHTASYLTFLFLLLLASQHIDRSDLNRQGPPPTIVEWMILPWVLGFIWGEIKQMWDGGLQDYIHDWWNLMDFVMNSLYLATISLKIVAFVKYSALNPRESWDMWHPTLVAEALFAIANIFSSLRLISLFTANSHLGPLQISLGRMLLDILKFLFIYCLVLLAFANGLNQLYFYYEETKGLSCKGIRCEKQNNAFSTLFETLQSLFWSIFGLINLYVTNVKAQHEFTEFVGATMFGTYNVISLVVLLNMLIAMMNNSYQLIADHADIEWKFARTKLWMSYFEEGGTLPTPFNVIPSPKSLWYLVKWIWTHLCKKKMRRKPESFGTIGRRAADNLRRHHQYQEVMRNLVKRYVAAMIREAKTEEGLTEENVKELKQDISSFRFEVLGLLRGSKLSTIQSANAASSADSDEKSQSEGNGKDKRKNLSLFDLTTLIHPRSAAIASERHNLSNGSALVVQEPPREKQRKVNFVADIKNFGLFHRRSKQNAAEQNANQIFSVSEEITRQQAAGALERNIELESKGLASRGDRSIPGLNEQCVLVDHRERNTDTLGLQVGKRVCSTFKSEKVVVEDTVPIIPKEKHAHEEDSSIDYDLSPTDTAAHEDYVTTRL
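Material: HEK293 cells with stable TRPC4beta plus mu-opioid receptor expression / Probe or stimulus: DAMGO in two steps, submaximal then maximal / Compound: single concentration per test compound / Technique: kinetic Fluo4 fluorescence imaging of calcium influx / Read-out: per-well B score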
SKKanGAS inh: blocks kanamycin growth of S. pyogenes SKKanGAS strain. BacTiter-Glo, 6 h. inhibition, % at 7.5 µM. hit rate 1.3% among 300,000;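 active = mean replicate score, as percent of positive control median, at least 50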;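 also: strain carries kanamycin resistance gene driven by streptokinase promoter and grows in 40 µg/ml kanamycin; loss of luminescence reflects streptokinase promoter inhibition or plain growth inhibition; 0% = median of DMSO wells and 100% = positive control at its reference dose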
TRPC4 agonist: TRPC4 (mouse) channel activation; Q9QUQ5; HEK293 TRPC4beta/mu-opioid, Fluo4 calcium fluorescence; active compounds read high; B-score at 10 µM; hit rate 0.49% among 310,000;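 active = B-score above 5 SD of library B-scores, and initial fluorescence ratio not above library mean plus 5 SD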;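 also: positive B-score marks a calcium rise read as TRPC4 activation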
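Assay system: HEK293 cells stably co-expressing mouse TRPC4beta and mu-opioid receptor / Timing: Fluo4 dye loading 45 min at room temperature, 110 s recording / Signal: Fluo4 calcium-sensitive dye fluorescence, kinetic, 1 Hz baseline / Read-out: integrated baseline-normalised fluorescence ratio, converted to per-well B score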
TRPC4 potent: allosteric potentiators of mouse TRPC4 channel. hit rate 0.42% among 310,000. B-score at 10 µM. HEK293 TRPC4beta/mu-opioid, DAMGO EC20, Fluo-4 Ca2+ flux; active compounds read high;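 active = B-score of calcium response area above 5 SD of library B-scores, with initial fluorescence ratio within 5 SD of library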;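 also: B-score of integrated fluorescence ratio over time as area under calcium response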
ANO1 activ: activates or potentiates the mouse TMEM16A chloride channel | HEK293 TMEM16A/YFP-H148Q/I152L, iodide quench fluorescence; active compounds read low | hit rate 0.3% among 340,000 | B-score at 10 µM | Q8BHY3;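 active = fluorescence-ratio B-score plate-corrected deviation score at least 3 library SD below zero, with starting fluorescence score within 5 deviations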;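 also: channel opened by trigger with iodide after compound preincubation; score built on the fluorescence ratio of max minus min over baseline; more negative score means more quench and so TMEM16A activation or potentiation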
TRPC6 inh: mouse TRPC6 channel inhibition. hit rate 1.1% among 310,000. Q61143. HEK293-TRPC6, membrane potential dye, ACh-evoked depolarization; active compounds read low. B-score at 10 µM. AID 2553;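 active = B-score under library mean minus 3 SD, initial fluorescence not abnormally high, positive integrated signal ratio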;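 also: B-score derived from integrated fluorescence ratio over the kinetic read; more negative B-score means stronger inhibition of depolarization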
* marks the source's active call; other numbers are inactive results; i = inactive; nt = no result given.

SMILES	MrgX1 ag	TRPC6 activator	MrgX1 PAM	MrgX1 antagonist	TMEM16A inh	TRPC4 block	SKKanGAS inh	TRPC4 agonist	TRPC4 potent	ANO1 activ	TRPC6 inh
O=C(Cn1c(-c2cncs2)nc2ccccc21)NCCc1ccccc1	i	i	i	i	i	i	0	i	i	i	i
CCC(C)(C)C1CCc2c(sc(N)c2C(N)=O)C1 (stereo unspecified)	i	i	i	i	i	i	2	i	i	i	i
COc1ccccc1C(O)(C(=O)NN(C(=O)c1ccccc1)c1ccccc1C)c1cccs1 (stereo unspecified)	i	nt	i	i	i	nt	nt	nt	nt	i	nt
O=C(Cn1ncc2c3ccccc3n(Cc3ccccc3F)c2c1=O)N1CCN(c2ccccn2)CC1	i	i	i	i	i	i	2	i	i	i	i
CCn1nc(NS(=O)(=O)c2ccc(NC(C)=O)cc2)c2cc3ccc(C)cc3nc21	i	i	i	i	i	i	10	i	i	i	i
CCCCOc1cccc(-c2nnc(NC(=O)CSc3ccc(C)cc3)s2)c1	i	i	i	i	i	i	-21	i	i	i	i
COc1ccc(-c2noc(CNS(=O)(=O)c3ccccc3)n2)cc1	i	i	i	i	i	i	23	i	i	i	i
COc1ccc(OC)c(NC(=O)NCCc2cccc(Cl)c2)c1	i	i	i	i	i	i	0	i	i	i	i
CCOC(=O)/C(=N/Nc1ccccc1)N1CCCc2ccccc21	i	i	i	i	i	i	0	i	i	i	i
CC(=O)N1C(=O)C2(Nc3ccccc3N2)c2ccccc21	i	i	i	i	i	i	-1	i	i	i	i
COc1cccc(/C=C2/Sc3ccc(C(=O)NCCN4CCCCCC4)cc3NC2=O)c1	i	i	i	i	i	i	12	i	i	i	i
O=C(CSc1nnc(-c2ccc(Br)cc2)o1)Nc1cccc2ccccc12	i	i	i	i	i	i	0	i	i	i	i
O=C(O)c1n[nH]c2c1CC(C1CCCCC1)CC2 (stereo unspecified)	i	nt	i	i	i	nt	nt	nt	nt	i	nt
COC(=O)C1=C(C)NC(C)=C(C(=O)OC)C1C1CC=CCC1 (stereo unspecified)	i	i	i	i	i	i	2	i	i	i	i
O=C(NC(=S)Nc1ccc(Br)cn1)c1cccnc1	i	i	i	i	i	i	0	i	i	i	i
Cc1cc(N/N=C/c2ccc(O)cc2)c2cccc(C)c2n1	i	i	i	i	i	i	4	i	i	i	i
COc1ccccc1C(=O)N/C(=C/c1ccccc1)C(=O)NC(CCSC)C(=O)O (stereo unspecified)	i	i	i	i	i	i	-2	i	i	i	i
COc1cccc(Oc2cn[nH]c2-c2ccc(OC)cc2O)c1	i	i	i	i	25*	i	14	i	i	i	i
CCCCN(C(=O)Oc1ccccc1)C1CCS(=O)(=O)C1 (stereo unspecified)	i	i	i	i	i	i	0	i	i	i	i
CCCCCN(C(=O)CCC(=O)OCc1cccc(C)c1)c1c(N)n(CCCC)c(=O)[nH]c1=O	i	i	i	i	i	i	12	i	i	i	i
CC(=O)Nc1cccc(C(=O)NCC2(N3CCCCC3)CCCCC2)c1	i	i	i	i	i	-6*	1	i	i	i	i
Cn1cccc1C(=O)NCc1ccc(S(N)(=O)=O)cc1	i	i	i	i	i	i	-3	i	i	i	i
Cc1cc(C)cc(NC(=S)N2CCN(c3ncc(C(F)(F)F)cc3Cl)CC2)c1	i	i	i	i	i	i	3	141*	i	i	i
CCCCn1c(N)c(N(CCC(C)C)C(=O)c2[nH]c(C)c(C(=O)OCC)c2C)c(=O)[nH]c1=O	i	i	i	i	i	i	-1	i	i	i	i
CCC(=O)N/N=C/c1ccc(-c2ccc([N+](=O)[O-])cc2)o1	i	i	i	i	i	i	-2	i	i	i	i
CN(C(=O)COC(=O)CNC(=O)c1ccc(Cl)cc1Cl)c1ccccc1	i	i	i	i	i	i	-2	i	i	i	i
Cc1ccc(CSCC(=O)NN=C2CCN(C)CC2)cc1	i	i	i	i	i	i	4	i	i	i	i
O=C(Nc1ccccc1)c1ccc(-c2ccc(F)cc2)s1	i	i	i	i	i	i	-2	i	i	i	i
O=C(CCNS(=O)(=O)c1ccccc1C(F)(F)F)NCC(c1ccco1)N1CCCCC1 (stereo unspecified)	i	i	i	i	i	i	5	i	i	i	i
Cc1ccc(OCC(=O)c2cc(C)n(CC(F)(F)F)c2C)c([N+](=O)[O-])n1	i	i	i	i	i	i	-9	i	i	i	i
CCC(=O)Nc1ccc(NCc2ccc(-c3ccccc3)cc2)cc1	i	i	i	i	i	i	7	i	i	i	i
COc1cc(OC)c(-c2nc(-c3ccncc3)no2)cc1OC	i	i	i	i	i	i	-4	i	i	i	i
NCCNC(=O)c1c(NC(=O)c2ccccc2)sc2c1CCCC2	i	i	i	i	i	i	6	175*	i	i	i
COc1ccc(CC(=O)NC2CCN(CC(=O)N3CCCc4ccccc43)CC2)cc1OC	i	i	i	i	i	i	-3	i	i	i	i
O=C(NC1CCCCC1)c1ccc(Cl)c(NC(=O)c2ccccc2F)c1	i	i	i	i	i	i	-3	i	i	nt	i
O=C(c1nc2ccccn2c1CNCCCn1nnc2ccccc21)N1CCOCC1	i	i	i	i	i	i	-1	i	i	i	i
CC(NC(=O)c1cccs1)C(c1cccs1)N1CCOCC1 (stereo unspecified)	i	i	i	i	i	i	2	i	i	i	i
CN(C)CCCNC(=O)c1ccc(-c2nc(-c3ccc(Cl)cc3)cs2)cc1	i	i	i	i	i	i	10	i	i	i	i
Cc1ccnc(NC(=O)CNC(=O)COc2ccccc2)c1	i	i	i	i	i	i	-8	i	i	i	i
CCOC(=O)C1(CCc2ccccc2)CCN(C(=O)C2=C(C)OCCO2)CC1	i	i	i	i	i	i	-9	i	i	i	i
Cc1ccc(C(=O)C(C)OC(=O)CNC(=O)c2ccc(Br)o2)cc1 (stereo unspecified)	i	i	i	i	i	i	11	i	i	i	i
CCOC(=O)CSc1nc2ccccc2c(=O)n1CC1CCCC1	i	i	i	i	i	-9*	-11	i	i	i	i
c1csc(-c2nc3nc4ccccc4nc3n2Cc2ccc3c(c2)OCO3)c1	i	nt	i	i	i	nt	nt	nt	nt	i	nt
c1ccc(-n2nnnc2SCc2cccc(CSc3nnnn3-c3ccccc3)n2)cc1	i	i	i	i	i	i	5	i	i	i	i
O=Cc1cccn1Cc1ccc(Cl)cc1Cl	i	i	i	i	i	i	6	i	i	i	i
O=C(CN1C(=O)/C(=C\c2cccs2)SC1=S)Nc1cccc(C(=O)O)c1	i	i	i	i	i	i	-1	i	i	i	i
CC(C)(Oc1ccc(Cl)cc1)C(=O)NCc1ccc(S(N)(=O)=O)cc1	i	i	i	i	i	i	nt	i	i	i	i
COc1ccc(NC(=O)C2CCCN(S(=O)(=O)c3ccc4c(c3)oc(=O)n4C)C2)c(OC)c1 (stereo unspecified)	i	i	i	i	i	i	-2	i	i	i	i
CC1(C)CCCN(C(=O)c2ccc3c(c2NCCO)C(=O)c2ccccc2C3=O)C1	i	i	15*	i	i	i	4	i	i	i	i
COc1cc(OC)c(OC)cc1CN1CCCC(C(=O)c2ccccc2SC)C1 (stereo unspecified)	i	i	i	i	i	i	-3	i	i	i	i
O=C1CC(c2ccccc2Cl)CC(O)=C1C=Nc1ccccc1 (stereo unspecified)	i	i	i	i	i	i	2	i	i	i	i
NC(=O)C(c1ccccc1)c1ccc(C(=O)c2ccccc2)cc1 (stereo unspecified)	i	i	i	i	i	i	-2	i	i	i	i
Cc1cc(C)c2cc(C(=O)N3CCC(N4CCCCC4)CC3)[nH]c2c1	i	i	i	i	i	i	-2	i	i	i	i
CC/C(O)=C1\C(=O)CCCC1=NCc1nc2ccccc2[nH]1	i	i	i	i	i	i	-6	i	i	i	i
COc1ccc(-c2nc3nc(C)cc(=O)n3[nH]2)cc1	i	i	i	i	i	i	-11	i	i	i	i
CCOc1ccccc1/C=N/Nc1ccnc(=O)[nH]1	i	i	i	i	i	i	-2	i	i	i	i
C=CCn1c(SCC(=O)Nc2sccc2C(N)=O)nc2ccc(Cl)cc2c1=O	i	i	i	i	i	i	35	i	i	i	i
Cc1cc(OCC(=O)O)c2ccccc2n1	i	i	i	i	i	i	4	i	i	i	i
O=C(CCCOc1cccc(Br)c1)NC1CCC(O)CC1 (stereo unspecified)	i	i	i	i	i	i	-2	i	i	i	i
CC(=O)c1ccc(NC(=O)C2C3C=CC(O3)C2C(=O)O)cc1 (stereo unspecified)	i	i	i	i	i	i	-3	i	i	i	i

Gathered by group: the entries above containing a nitro group on carbon.
SMILES	MrgX1 ag	TRPC6 activator	MrgX1 PAM	MrgX1 antagonist	TMEM16A inh	TRPC4 block	SKKanGAS inh	TRPC4 agonist	TRPC4 potent	ANO1 activ	TRPC6 inh
CCC(=O)N/N=C/c1ccc(-c2ccc([N+](=O)[O-])cc2)o1	i	i	i	i	i	i	-2	i	i	i	i
Cc1ccc(OCC(=O)c2cc(C)n(CC(F)(F)F)c2C)c([N+](=O)[O-])n1	i	i	i	i	i	i	-9	i	i	i	i

Following part
SMILES	MrgX1 ag	TRPC6 activator	MrgX1 PAM	MrgX1 antagonist	TMEM16A inh	TRPC4 block	SKKanGAS inh	TRPC4 agonist	TRPC4 potent	ANO1 activ	TRPC6 inh
O=C(Nc1ccccc1NC(=O)c1ccco1)c1ccco1	i	i	i	i	i	i	7	i	i	i	i
Cc1csc(NC(=O)c2ccc3ccccc3n2)n1	i	i	i	i	i	i	60*	i	i	i	i
CC1(C)N=C(SCC(=O)Nc2ccccc2)C(c2ccc(Cl)cc2)=N1	i	i	i	i	i	i	5	i	i	i	i
O=C(NCCc1ccccc1)c1cc(-c2ccncc2)nc2ccc(S(=O)(=O)N3CCOCC3)cc12	i	i	i	i	i	i	2	i	i	i	i
COC(=O)c1cnn(-c2cc(Oc3cccc(C)c3)ncn2)c1N	i	i	i	i	i	i	2	i	i	i	i
COc1ccc(CNC(=O)CN2C(=O)CSc3ccc(S(=O)(=O)N4CCOCC4)cc32)c(OC)c1	i	i	i	i	i	i	-11	i	i	i	i
CCCCNC(=O)c1ccc(CS(=O)(=O)c2cccc(C(F)(F)F)c2)o1	i	i	i	i	i	i	1	i	i	i	i
CN1CCN(C(=O)C2CCN(c3ncnc4c3nc3n4CCCCC3)CC2)CC1	i	i	i	i	i	i	0	i	i	i	i
